bIAP activator: increases bovine intestinal alkaline phosphatase activity. activation factor at 20 µM. AID 1016. actives 0.17% (n = 200,000). purified bovine IAP, CDP-star luminescence, 30 min; active compounds read high; fold of DMSO-control signal, blank-subtracted;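 active = activation factor of 2 or more at 20 µM, a signal rise over negative controls twice the positive control's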
TNAP inh noacc: inhibitors of human TNAP without phosphate acceptor. purified TNAP, CDP-star luminescence, 30 min. inhibition, % at 20 µM. actives 0.26% (n = 200,000);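 active = tissue-nonspecific alkaline phosphatase inhibition above about 50% at 20 µM in the single-dose screen, limit read from the data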;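 note: 0% = DMSO negative control and 100% = EDTA positive control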
Target sequence (P05186 whole entry, looked up): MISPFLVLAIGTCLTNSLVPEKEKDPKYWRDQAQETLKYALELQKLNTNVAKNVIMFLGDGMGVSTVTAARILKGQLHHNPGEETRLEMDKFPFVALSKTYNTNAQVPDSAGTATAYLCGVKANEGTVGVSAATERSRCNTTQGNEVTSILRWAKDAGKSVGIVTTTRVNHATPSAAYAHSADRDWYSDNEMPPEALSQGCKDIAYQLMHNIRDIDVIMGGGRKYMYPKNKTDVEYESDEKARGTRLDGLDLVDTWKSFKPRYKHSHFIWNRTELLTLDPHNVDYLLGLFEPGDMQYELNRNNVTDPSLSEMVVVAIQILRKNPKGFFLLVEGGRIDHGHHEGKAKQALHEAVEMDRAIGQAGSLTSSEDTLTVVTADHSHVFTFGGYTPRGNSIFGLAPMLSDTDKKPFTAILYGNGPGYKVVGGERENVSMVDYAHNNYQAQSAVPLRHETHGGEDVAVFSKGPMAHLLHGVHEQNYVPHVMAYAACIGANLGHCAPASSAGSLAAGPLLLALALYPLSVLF
APP 5'UTR act: activates APP 5'UTR luciferase reporter | AID 1276 | actives 1% (n = 190,000) | SH-SY5Y APP 5'UTR luciferase reporter, luminescence; zero percent = DMSO vehicle wells | activation, % at 2 µM;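 active = activation above a set limit, based on mean plus 3 SD of controls, cut at about 140% in these data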; note: values of inactives mirror those of a sister screen read the other way
PMI act satM6P: activators of human phosphomannose isomerase at near-saturating mannose 6-phosphate; coupled PMI enzyme assay, resazurin fluorescence, 20 min; active compounds read high; 1 = untreated enzyme, 0 = substrate-free blank; actives 0.34% (n = 190,000); AID 1216; activation factor at 20 µM;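 active = activation factor of 2 or more at 20 µM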
Target sequence (P34949 whole entry, looked up): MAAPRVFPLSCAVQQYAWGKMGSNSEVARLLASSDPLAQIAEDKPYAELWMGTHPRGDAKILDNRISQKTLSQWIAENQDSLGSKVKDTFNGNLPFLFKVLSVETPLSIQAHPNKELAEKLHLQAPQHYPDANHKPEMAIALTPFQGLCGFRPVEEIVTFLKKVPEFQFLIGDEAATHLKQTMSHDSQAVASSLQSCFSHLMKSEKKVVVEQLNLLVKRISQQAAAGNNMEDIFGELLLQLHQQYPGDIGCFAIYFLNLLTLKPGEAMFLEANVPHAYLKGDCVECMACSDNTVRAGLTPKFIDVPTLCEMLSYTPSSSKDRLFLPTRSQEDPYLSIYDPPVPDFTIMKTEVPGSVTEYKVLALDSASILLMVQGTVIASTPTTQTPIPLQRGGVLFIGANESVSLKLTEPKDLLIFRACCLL
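test system = human PMI in coupled enzyme assay | medium = HEPES-buffered pH 7.4 with magnesium and detergent | also added = 1.0 mM mannose-6-phosphate substrate with 0.22 mM NADP+ | compound = 20 µM single dose | times = 20 min incubation at room temperature | measured by = resorufin fluorescence (Ex 544/Em 590 nm) from resazurin via diaphorase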
FLuc act counter: affects firefly luciferase, flagging false hits in luciferase stimulation screens; 200,000 tested, under 10 active; activation factor at 10 µM; ATPlite luciferase biochemical, luminescence, 10 min; 0 = ATP-free wells, 1 = DMSO control; P08659;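 active = luciferase activation factor, scaled between plate controls, of at least 2 with compound at 10 µM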
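Assay system: Luciferase/luciferin reagent mix; Medium: PBS as buffer for the ATP substrate; Dosing: test compounds dosed from 2 mM stocks in 100% DMSO; Times: 10 min, room temperature; Signal: luminescence from luciferase reaction; Read-out: luciferase activation; Controls: No-ATP low control, compound-free enzyme-plus-ATP high control.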
NF-kB expr up: compounds increasing NF-kB expression in human neuronal cells; AID 1239; fold change at 12.5 µM; NF-kB reporter expression; active compounds read high; actives 1.6% (n = 190,000); in the data active = fold change above about 3.3
TNAP inh hiacc: blocks human TNAP under high phosphate acceptor concentration; purified TNAP, CDP-star luminescence, 1 M DEA; inhibition, % at 20 µM; actives 0.03% (n = 200,000); AID 1135;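 active = over 50% inhibition of tissue-nonspecific alkaline phosphatase at 20 µM in the single-dose screen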;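 note: plate controls were DMSO wells for no effect and EDTA-quenched wells as full inhibition for full effect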
FLuc inhib CS: counter-screen for luciferase assay inhibitors: firefly luciferase inhibition; inhibition, % at 10 µM; P08659; ATPLite firefly luciferase biochemical luminescence, 10 min; actives 1.5% (n = 200,000);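 active = inhibition above about 50% when tested at 10 µM, limit read from the data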
PMI activator: increases human mannose-6-phosphate isomerase activity | activation factor at 20 µM | actives 0.005% (n = 190,000) | AID 1214 | purified human PMI, coupled resazurin fluorescence, 20 min; active compounds read high; 1 = vehicle control, 0 substrate-free wells | P34949;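 active = activation factor of 2 or more at 20 µM, relative to plate controls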
TNAP act hi DEA: activators of human TNAP at high phosphate acceptor concentration; P05186; purified TNAP, CDP-star luminescence, 1 M DEA, 30 min; active compounds read high; 0 = EDTA background, 1 = DMSO-only activity; activation factor at 20 µM; 200,000 tested, under 10 active; AID 1136;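 active = activation factor at least 2 at 20 µM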
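Control set: EDTA negative control, DMSO positive control / Assay system: human TNAP / Quantity: TNAP 1/800 final / Evaluation: TNAP activation factor scaled between EDTA and DMSO control wells / Measured by: luminescent substrate turnover signal / Compound dosing: one dose, 20 µM / Times: 30 min enzyme reaction at room temperature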
* marks the source's active call; other numbers are inactive results. Hits appear at their usual frequency (roughly 3.6% active in at least one column).

SMILES	bIAP activator	TNAP inh noacc	APP 5'UTR act	PMI act satM6P	FLuc act counter	NF-kB expr up	TNAP inh hiacc	FLuc inhib CS	PMI activator	TNAP act hi DEA
Cc1cccc(NC(=O)CCN2C(=O)C3C4CCC(C4)C3C2=O)c1C (stereo not given)	1	-9.1	-7.4	1.1	1	1.41	-2.3	-0.6	1	1
Cc1c(C(=O)NCc2ccccc2)oc2ccc(S(=O)(=O)N3CCCC3)cc12	0.9	-8.1	7.2	0.9	1.1	0.69	-3.7	-7.9	0.9	1
CCOC(=O)Cn1c(C)cc(=O)c2cccc(C)c21	0.9	-8.7	0.4	0.9	1	1.12	-0.3	-1.0	1	1
COc1cc(NC(=O)COC(=O)/C=C/c2ccc(O)c(OC)c2)cc(OC)c1	1	-8.6	-12.4	0.8	1	0.57	-1.8	-2.7	0.9	1
O=C1/C(=C\c2ccccc2)CCc2c1[nH]c1ccccc21	0.8	-6.5	161.8*	0.9	0.9	4.67*	2.7	9.5	0.8	1
CCN(CC)CCCN1C(=O)C(O)=C(C(=O)c2cc3ccccc3o2)C1c1ccccn1 (stereo not given)	1.1	-3.9	5.8	0.9	1	1.08	-1.2	-4.7	1	1
O=C(c1cccs1)N1N=C(c2ccccc2)CC1c1ccccc1O (stereo not given)	0.9	-8.9	-7.7	1	1.1	1.23	-5.1	-5.9	0.9	1.1
Cn1c(-c2ccccc2)c(C(=O)CCl)c2ccccc21	1	-4.8	12.0	1.3	1	1	0.5	-2.6	1.4	1
COC(=O)c1cc(-c2cccc(OC)c2)n[nH]1	1	46.4	-1.1	1	1	1.42	-2.8	1.4	1	1
CN(C)CCCNC(=O)/C=C/c1ccc(OCc2c(F)cccc2Cl)cc1	1	-15.0	2.3	1.1	1	0.59	-1.5	-3.2	1	1
O=c1[nH]c(-c2ccccn2)cc2ccccc12	1.1	23.1	34.5	1	0.8	2.28	5.4	21.7	1.1	0.9
CCCn1nc2cc(C(=O)NCc3ccc4c(c3)OCO4)ccc2c1OCC	1	-9.3	-5.9	1.1	1	1.19	-3.9	-0.2	1	1
COc1ccc(NC(=O)C2CCCN(S(=O)(=O)c3c(C)n[nH]c3C)C2)cc1 (stereo not given)	1.1	33.8	5.2	1	1	0.95	2.1	-0.9	1	1
O=C(Nc1nnc(-c2cccs2)s1)c1cccc(F)c1	1	-11.3	93.0	0.9	0.9	2.42	-4.7	7.0	0.9	1
NS(=O)(=O)c1ccc(NC(=O)CSc2ccccn2)cc1	1.1	6.2	8.8	0.9	1	0.95	1.2	-0.5	0.9	1
Cc1ccc(C(=O)N/C(=C\c2cccs2)C(=O)NCCc2ccccn2)cc1C	1	-4.8	6.5	0.9	1	1.8	-1.7	-3.0	1	1
Cc1ccccc1OCC(=O)Nc1nc2ccccc2[nH]1	1	-22.7	114.5	0.9	0.2	2.11	-6.5	83.7*	1	1.1
CCCCC(=O)Nc1ccc(C(=O)NNC(=O)c2ccco2)cc1	1.2	-10.5	11.1	1	1.1	1.13	-7.5	-9.1	1	1.1
Cn1cccc1CC(=O)NNC(=S)Nc1ccc(F)cc1	1	0.9	-11.9	1.1	1	1.08	10.1	-2.5	1.1	0.9
O=C(Cc1c(F)cccc1Cl)N1CCCC1	1	-10.3	18.8	1	1.1	1.06	-4.7	-9.4	0.9	1
CCOC(=O)c1c(C)nc2c(c1-c1cc(OC)c(OC)c(OC)c1)C(=O)c1ccccc1-2	1	-3.6	-4.6	1	1	1.95	-1.7	-4.7	1	1
CCCN1C(=O)c2ccccc2NC1c1cc(OC)c(OC)c(OC)c1 (stereo not given)	0.8	-9.1	-1.2	1	1.1	0.9	-1.8	-8.1	1	1
O=C(Cc1ccc2c(c1)CCCC2)Nc1ccc2ccccc2c1	1.1	-12.2	4.2	0.6	1	0.74	0.1	-2.6	0.8	1
CCc1nn2c(=O)cc(COc3ccc(/C=C4\C(=N)N5N=C(C)SC5=NC4=O)cc3)nc2s1	1.1	-7.1	8.1	1	1	1.21	2.0	-3.8	1	1
Cn1c(C(C#N)C(=O)Cc2cccc3ccccc23)nc2ccccc21 (stereo not given)	0.9	-8.2	11.2	1.2	1	1.16	0.4	4.9	1.1	1
SMILES	bIAP activator	TNAP inh noacc	APP 5'UTR act	PMI act satM6P	FLuc act counter	NF-kB expr up	TNAP inh hiacc	FLuc inhib CS	PMI activator	TNAP act hi DEA
Cc1cc(C)nc(NC(N)=NC2CCCCC2)n1	1	-14.8	-4.0	1.1	1	0.99	3.3	0.6	0.9	1
COc1ccccc1Cc1noc(COc2cccc(C)c2C)n1	0.9	-7.8	1.6	0.8	1	1.25	0.5	1.1	0.8	1
CCOC(=O)Cn1c(=N)n(Cc2ccccc2F)c2ccccc21	1	-6.2	-0.7	1	1.1	1.11	-1.4	-6.2	0.9	1
CCc1cc2c(SCC(=O)c3cccs3)ncnc2s1	0.9	-4.9	23.6	0.9	1.1	1.82	-6.1	-5.0	0.9	1.1
C=CCn1c[n+](CC(=O)c2ccc(Br)s2)c2ccccc21	0.9	-4.1	-11.0	1.1	1.1	1.02	-3.4	-7.3	1.1	1
O=C(NCCC1=CCCCC1)C1CCN(C(=O)c2ccc(Cl)cc2)CC1	1	-6.4	9.0	0.9	1.1	1.29	-4.9	-10.3	1	1
CS(=O)(=O)Nc1cccc(C2=NN(S(=O)(=O)c3ccccc3)C(c3cccs3)C2)c1 (stereo not given)	0.9	-10.4	27.2	0.9	1.1	0.9	-3.2	-7.2	0.9	1
CC1CN(S(=O)(=O)c2cccc(C(=O)NN3CCN(C)CC3)c2)CC(C)O1 (stereo not given)	0.8	-9.5	-1.2	1	1.1	1.2	0.0	-6.7	1	1
CCSc1nnc([C@H](Cc2c[nH]c3ccccc23)NC(=O)OC(C)(C)C)o1	1	-1.2	-6.3	1.1	1.1	0.77	-5.0	-5.6	1.2	1.1
CCN1CCN(c2ccc(NC(=O)c3ccc4c(c3)[nH]c(=O)n4Cc3ccc(OC)cc3)cc2)CC1	1.2	-7.1	-9.2	0.9	1	1.07	-0.1	-2.5	0.9	1
CC1CCCN(C(=O)COc2ccc(-c3ccccc3)cc2)C1 (stereo not given)	1.2	-15.6	9.0	1	1	1.08	-4.5	-0.8	1.1	1
O=C(Nc1ccc2c(c1)OCCO2)C1CCN(c2cnccn2)CC1	0.8	-13.9	-3.2	1	1	0.97	-4.5	3.2	1	1
N#CCN1C(=O)C2CCCN2c2ccc(S(=O)(=O)N3CCOCC3)cc21 (stereo not given)	1.1	-8.6	8.2	1.8	1	1.05	-0.8	-3.9	1.8	1
Cc1cc(NC2C3CC4CC(C3)CC2C4)n2ncnc2n1 (stereo not given)	0.9	-11.0	-6.8	1	1.1	1	-7.8	-8.9	1	1.1
COc1ccc(-c2c(C#N)c(SCC(N)=O)nc3c2CCCC3)cc1	1	-0.8	33.9	0.7	1	0.99	1.5	-4.2	0.8	1
CC1Cn2c(nnc2-c2cccc(N)c2)S1 (stereo not given)	0.8	1.9	-1.2	0.8	1	1.22	-1.2	-3.6	0.8	1
CC(C)Oc1ccc(C(CC(=O)O)NC(=O)C(Sc2ccccc2)c2ccccc2)cc1 (stereo not given)	1	-3.5	10.3	1	1.1	1.32	-5.6	-8.2	1.2	1.1
Cc1c(C=O)n(C)n(-c2ccccc2)c1=O	0.9	-10.0	31.5	0.9	1.1	1.09	-7.1	-6.5	1	1.1
O=C(OCc1csc(-c2ccccc2)n1)c1ccc(O)cc1	0.9	-16.9	64.4	0.9	1	3.29	-2.6	3.7	0.8	1
O=C1CCC(=O)N1CNc1cccnc1	0.9	-6.9	-13.7	0.9	1	1.19	-0.4	-2.1	0.9	1
COC(=O)C1=C(C)OC(N)=C(C#N)C1c1cc2cccc(C)c2nc1Cl (stereo not given)	1	-10.7	-13.7	0.5	1	1.12	-1.8	-1.9	1	1
COc1ccc(OC)c(S(=O)(=O)NCCOC23CC4CC(CC(C4)C2)C3)c1	0.7	0.1	19.7	0.9	1	1.2	-0.3	-3.0	0.9	1
Nc1cccc(C(=O)Nc2ccc(N)cc2Cl)c1	1	-1.4	-20.1	1.1	1	1.06	-9.2	0.3	1.1	1.1
O=C(NCc1ccc(F)cc1)c1nc(-c2cccs2)no1	0.9	-23.6	-0.7	1.2	1	0.78	3.9	0.1	1.1	1
O=C(NCCC1=CCCCC1)C1CCN(S(=O)(=O)c2cccs2)CC1	0.9	-10.5	7.7	0.9	1	1.19	-3.4	-3.5	0.9	1
Cc1ccc(S(=O)(=O)NNC(=O)Nc2ccc(Cl)cc2)cc1	1.1	-5.0	-10.7	1	1.1	1.28	0.0	-8.6	1.1	1
COc1ccc(CCNC(=O)CN2CCN(c3cccc(Cl)c3)CC2)cc1OC	1	-12.0	5.0	0.9	1.1	0.7	-9.2	-8.4	1	1.1

Compound activity deposited in PubChem by several laboratories.
